Pol kappa inh – inhibitors of human DNA polymerase kappa | AID 588579 | hit rate 0.53% among 400,000 | Potency, µM (series often up to 107 µM), inactives show top-dose activity, negative = inhibition, actives largely listed as inhibitors | Q9UBT6 | purified Pol kappa, fluorescent DNA synthesis assay, 10 min; note: potency is the fitted concentration of half-maximal effect; % is set by controls: 0 for no effect and ±100 for the full control effect
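Kinetic fluorescence readout at 0 and 10 min followed reaction start with substrate at 50 nM final. Beforehand, enzyme (10 nM Pol kappa) stood 15 min with compound at room temperature; buffer-only wells were negative controls.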
LDHA inh – blocks human lactate dehydrogenase A; purified LDHA, NADH/diaphorase-resazurin fluorescence; hits give low values; activity change, % (values are at about 110 or 230 µM); hit rate 0.15% among 480,000; AID 1347041; in the data active = activity change below about -30%; inconclusive = mostly about -25% to -30%;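 note: plate controls were DMSO wells for no effect and wells without enzyme for full effect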
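Human LDH5 (2 nM) was incubated with 0.06 mM NADH and 0.2 mM pyruvate for 5 min at room temperature in Tris pH 7.4. Remaining NADH was coupled through diaphorase/resazurin, and resorufin fluorescence was read at 0 and 20 min.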
Pol eta inh – inhibitors of human DNA polymerase eta | Potency, µM (doses to about 114 µM), inactives show top-dose activity change, negative = inhibition, hits mostly inhibitors | Q9Y253 | hit rate 1.2% among 390,000 | recombinant Pol eta, fluorescent DNA replication assay; note: potency is the fitted concentration of half-maximal effect; % is set by controls: 0 for no effect and ±100 for the full control effect
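Pol eta (10 nM) was preincubated with compounds for 15 min at room temperature, after which fluorescent replication substrate (50 nM final) was added to start the reaction. Fluorescence was read kinetically at 0 and 10 min.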
POLI inh – DNA polymerase iota (human) inhibition. Pol iota fluorescent replication assay, 10 min. hit rate 1% among 390,000. Potency, µM (doses to about 115 µM), without a hit: at the top dose activity, negative = inhibition, most hits filed as inhibitors. Q9UNA4; note: potency is the fitted concentration of half-maximal effect
Target sequence (Q9UNA4 whole entry, looked up): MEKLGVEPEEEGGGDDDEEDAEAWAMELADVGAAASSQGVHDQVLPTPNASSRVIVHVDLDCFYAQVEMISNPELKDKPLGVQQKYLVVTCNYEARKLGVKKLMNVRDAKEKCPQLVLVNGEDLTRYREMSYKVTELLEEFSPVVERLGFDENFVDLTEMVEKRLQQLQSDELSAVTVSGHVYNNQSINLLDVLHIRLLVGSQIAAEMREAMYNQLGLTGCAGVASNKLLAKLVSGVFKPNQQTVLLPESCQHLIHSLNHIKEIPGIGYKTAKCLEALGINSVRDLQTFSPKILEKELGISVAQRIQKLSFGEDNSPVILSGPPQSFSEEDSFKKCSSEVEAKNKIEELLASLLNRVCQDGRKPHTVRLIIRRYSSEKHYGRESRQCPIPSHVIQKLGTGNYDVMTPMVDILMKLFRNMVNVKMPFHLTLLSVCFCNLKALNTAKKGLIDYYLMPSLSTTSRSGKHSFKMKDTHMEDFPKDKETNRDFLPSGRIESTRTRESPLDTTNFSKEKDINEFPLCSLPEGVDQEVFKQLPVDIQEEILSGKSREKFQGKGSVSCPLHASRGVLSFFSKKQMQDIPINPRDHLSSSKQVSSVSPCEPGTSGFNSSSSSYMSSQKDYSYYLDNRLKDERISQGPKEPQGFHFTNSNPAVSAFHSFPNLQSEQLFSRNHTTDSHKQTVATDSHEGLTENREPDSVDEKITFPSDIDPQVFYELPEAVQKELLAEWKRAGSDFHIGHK
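Fluorescent replication assay read twice, at 0 min and 10 min after adding 50 nM (final) substrate. Enzyme (10 nM) and compounds were first incubated 15 min at room temperature; enzyme-free buffer wells were negative controls.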
Apoferritin bind – binds horse apoferritin like a general anesthetic | Potency, µM (titrated, usually from 77.5 µM), for the others: top-dose activity change, negative = displacement, hits mostly inhibitors | apoferritin/1-aminoanthracene competitive binding, fluorescence | hit rate 0.074% among 350,000 | P02791; note: potency is the fitted concentration of half-maximal effect; % is set by controls: 0 for no effect and ±100 for the full control effect; nearly all actives have a fitted effect of over 20% in size
Target sequence (P02791 2-175 limits assumed): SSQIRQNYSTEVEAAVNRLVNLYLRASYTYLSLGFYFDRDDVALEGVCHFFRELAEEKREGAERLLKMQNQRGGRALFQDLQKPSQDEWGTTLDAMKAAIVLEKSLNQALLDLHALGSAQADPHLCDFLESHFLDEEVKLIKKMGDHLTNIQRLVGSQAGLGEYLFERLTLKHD
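Read-out: endpoint 1-AMA fluorescence, excitation 380 nm and emission 535 nm, after compounds sit 10 min at room temperature with 10 uM horse-spleen apoferritin in 50% saturated 1-AMA/PBS. Values come from four-parameter Hill fits.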
POLB inh – blocks human DNA polymerase beta activity | Potency, µM (titrated, usually from 114 µM), without a hit: at the highest dose activity change, negative = inhibition, usual class: inhibitors | Pol beta primer extension/strand displacement, fluorescence kinetic | AID 485314 | hit rate 1.3% among 340,000 | P06746; note: potency is the fitted concentration of half-maximal effect; % is set by controls: 0 for no effect and ±100 for the full control effect
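Homogeneous kinetic assay of primer extension and strand displacement by 10 nM Pol beta, preincubated 15 min at room temperature with compound before 50 nM substrate (final) was added. Read at 0 and 10 min; four-parameter Hill fit.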
APEX1 inh – inhibitors of human APE1 endonuclease. P27695. recombinant APE1, TAMRA/BHQ-2 abasic DNA cleavage fluorescence. Potency, µM (doses to about 65.8 µM), inactives show top-dose activity change, negative = inhibition, actives largely listed as inhibitors. hit rate 0.35% among 350,000;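 note: potency is the fitted concentration of half-maximal effect; plate controls were vehicle for no effect and reference inhibitor for full effect; nearly all actives have a fitted effect of over 55% in size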
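Step 1: APE1 (0.75 nM) with compound, 15 min RT. Step 2: add 50 nM fluorophore/quencher THF duplex. Step 3: three fluorescence reads 60 s apart (525/598 nm); read 3 minus read 1 = reaction progress.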
BLM inh – Bloom syndrome helicase (human) inhibition. Potency, µM (doses to about 56.1 µM), inactives show at the top dose activity change, negative = inhibition, hits mostly inhibitors. hit rate 0.2% among 350,000. recombinant BLM DNA unwinding, fluorescence dequenching;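 note: potency is the fitted concentration of half-maximal effect; plate controls were vehicle for no effect and no enzyme for full effect; nearly all actives have a fitted effect of over 35% in size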
GRP78 ERSR act – induces the endoplasmic reticulum stress response in human glioma cells | Potency, µM, for the others: at the highest dose activation, most hits filed as activators | U87-MG GRP78 promoter luciferase reporter, 16 h | hit rate 0.02% among 420,000 | AID 602332; note: potency is the fitted concentration of half-maximal effect; series mostly up to about 76 µM; % of control where 0% means no effect; nearly all actives have a fitted effect of over 35% in size
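ERSR induction read as luciferase luminescence (Bright-Glo, 10 min at room temperature) in stably transfected human U87-MG glioma cells exposed to compounds for 16 h, using GRP78 as sensor.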
Starred values were filed as active, the others as inactive; ? = inconclusive; / = no result given; & = joins results of further samples; [ ] = remark or other dose. Unless noted, calls come from the whole dose curve; as a rule, active = well fitted curve in the direction sought with a large enough effect; inconclusive = small, poorly fitted or top-dose-only effect, or another doubt; inactive = no such curve, though single readings can be large; an effect the other way counts as inactive or inconclusive. Only part of the results is shown; rates above refer to the full screens.

Keys – A = Pol kappa inh; B = LDHA inh; C = Pol eta inh; D = POLI inh; E = Apoferritin bind; F = POLB inh; G = APEX1 inh; H = BLM inh; I = GRP78 ERSR act
1) CCCn1nnnc1NCc1ccc(N(C)C)cc1
  A: -3% | B: 6 | C: -7% | D: 101%[activator] | E: -1% | F: ? | G: 7% | H: -1% | I: 0%
2) CC(=O)N1CCc2cc(Br)cc(S(=O)(=O)NCc3ccc(Cl)cc3)c21
  A: -5% | B: 4 | C: -19% | D: 69%[activator] | E: -17% | F: 0% | G: -1% | H: 4% | I: -3%
3) CSc1nc2ncncc2[nH]1
  A: -6% | B: 0 | C: -16% | D: 5% | E: / | F: / | G: / | H: / | I: -2%
4) O=C(O)C(c1ccccc1)N1CCCCC1 (stereo unspecified)
  A: -6% | B: -1 | C: -15% | D: 40%[activator] | E: -12% | F: 5% | G: -7% | H: 0% | I: -1%
5) CCOc1ccc(C(=O)Oc2cc(C)[nH]c(=O)c2[N+](=O)[O-])cc1OCC
  A: -5% | B: 1 | C: -1% | D: 1% | E: -2% | F: 35% | G: 3% | H: 3% | I: -4%
6) O=C(CSc1nc2ccccc2[nH]1)NCc1ccccc1
  A: -7% | B: -2 | C: -21% | D: 12% | E: 6% | F: -1% | G: 44% | H: 0% | I: 8%
7) Cc1ccc2cc(C)c(SCC(=O)NCC3CCCO3)nc2c1 (stereo unspecified)
  A: -1% | B: -9 | C: -3% | D: ? | E: -4% | F: -1% | G: 47%[activator][12.4 µM] | H: 1% | I: -4%
8) O=C1COc2cc(S(=O)(=O)CCC(=O)N3CCN(c4ccccc4)CC3)c(Cl)cc2N1
  A: -8% | B: -8 | C: 4% | D: 4% | E: -2% | F: -10% | G: / | H: 0% | I: -2%
9) CCNC(=S)N/N=C/c1cccc(C)c1
  A: -23% | B: 8 | C: -14% | D: 62%[activator] | E: -6% | F: 9% | G: 0% | H: -5% | I: 3%
10) CC(Oc1ccc([N+](=O)[O-])cc1)C(=O)NCC1CCCO1 (stereo unspecified)
  A: -15% | B: -7 | C: -12% | D: -3% | E: -1% | F: -1% | G: 9% | H: 0% | I: -1%
11) O=S(=O)(c1ccc(Br)cc1)c1nnn2c1nc(Nc1cccc(C(F)(F)F)c1)c1sccc12
  A: -6% | B: -5 | C: -5% | D: -6% | E: 1% | F: 104% | G: / | H: -13% | I: -6%
12) CCCN(CCC)CCCNC(=O)CN1C(=O)CSc2ccc(S(=O)(=O)N3CCOCC3)cc21
  A: -2% | B: -4 | C: -18% | D: 23% | E: -4% | F: 0% | G: 15% | H: 1% | I: -4%
13) CCCOc1ccc(C2NC(=S)NC(C)=C2C(=O)c2ccccc2)cc1OC (stereo unspecified)
  A: -5%[60.1 µM] | B: -2 | C: -8% | D: -14% | E: 9% | F: -16% | G: 9% | H: 3% | I: 8%
14) O=C(O)CN1C(=O)c2ccc(C(=O)c3ccccc3)cc2C1=O
  A: -12% | B: -2 | C: -20% | D: 2% | E: -5% | F: 0% | G: 1% | H: -5% | I: -1%
15) COC(=O)CSc1nnnn1-c1ccccc1
  A: -2% | B: -3 | C: -10% | D: 8% | E: ? | F: 2% | G: 1% | H: 0% | I: -4%

Random excerpt: four compounds from above, in no set order.
Keys – A = Pol kappa inh; B = LDHA inh; C = Pol eta inh; D = POLI inh; E = Apoferritin bind; F = POLB inh; G = APEX1 inh; H = BLM inh; I = GRP78 ERSR act
15) COC(=O)CSc1nnnn1-c1ccccc1
  A: -2% | B: -3 | C: -10% | D: 8% | E: ? | F: 2% | G: 1% | H: 0% | I: -4%
9) CCNC(=S)N/N=C/c1cccc(C)c1
  A: -23% | B: 8 | C: -14% | D: 62%[activator] | E: -6% | F: 9% | G: 0% | H: -5% | I: 3%
1) CCCn1nnnc1NCc1ccc(N(C)C)cc1
  A: -3% | B: 6 | C: -7% | D: 101%[activator] | E: -1% | F: ? | G: 7% | H: -1% | I: 0%
4) O=C(O)C(c1ccccc1)N1CCCCC1 (stereo unspecified)
  A: -6% | B: -1 | C: -15% | D: 40%[activator] | E: -12% | F: 5% | G: -7% | H: 0% | I: -1%

Going on with the list:
Keys – A = Pol kappa inh; B = LDHA inh; C = Pol eta inh; D = POLI inh; E = Apoferritin bind; F = POLB inh; G = APEX1 inh; H = BLM inh; I = GRP78 ERSR act
16) CCCSC1=C(C#N)C(c2ccc(Cl)cc2Cl)CC(=O)N1 (stereo unspecified)
  A: -9% | B: -1 | C: -21% | D: 13% | E: -24% | F: -30% | G: -2% | H: -8% | I: -4%
17) O=C(OCc1c(Cl)cccc1Cl)c1cnccn1
  A: -8% | B: 1 | C: 11% | D: 27% | E: -7% | F: 3% | G: 1% | H: -1% | I: 4%
18) CC(=O)c1ccc(N=c2scc(C)n2C(C)C)cc1
  A: -6% | B: -4 | C: -21% | D: 160%[activator] | E: -18% | F: 10% | G: -3% | H: -1% | I: -1%
19) CCOCC(=O)Nc1cccc(-c2nc3cccnc3s2)c1C
  A: -3% | B: -2 | C: -16% | D: 25% | E: -5% | F: 0% | G: -7% | H: -5% | I: -3%
20) COC(=O)CNC(=O)C(NC(=O)OCc1ccccc1)C(C)C (stereo unspecified)
  A: -1% | B: -7 | C: -12% | D: 8% | E: -2% | F: -11% | G: -2% | H: 1% | I: 2%
21) COc1ccc(OCc2nc(N)nc(Nc3ccccc3OC)n2)cc1
  A: -5% | B: -5 | C: 0% | D: 0% | E: -9% | F: -14% | G: 8% | H: -4% | I: -2%
22) COc1ccccc1NC(=S)NC(NC(=O)c1ccco1)C(Cl)(Cl)Cl (stereo unspecified)
  A: -17% | B: -7 | C: -4% | D: 11% | E: -8% | F: 31% | G: -14% | H: 2% | I: -1%
23) O=C(CSCc1ccc(Cl)cc1)Nc1cccc(C(=O)O)c1
  A: -1% | B: -6 | C: -12% | D: 83%[activator] | E: -2% | F: ? | G: 23% | H: -2% | I: -5%
24) Cc1ccc(Nc2c(-c3ccc(C)cc3)nc3ccc(C)cn23)cc1
  A: 21% | B: 0 | C: -5% | D: 20% | E: -7% | F: 3% | G: / | H: -2% | I: -3%
25) COc1ccc(C(=O)Nc2c(N)nc(SCC(=O)c3ccccc3)[nH]c2=O)cc1
  A: 3% | B: -3 | C: -9% | D: 13% | E: -16% | F: 5% | G: 87%[activator] | H: 1% | I: -5%
26) COc1cc(NC(=O)CC2C(=O)N(c3ccc(Cl)cc3)C(=O)N2Cc2cccs2)cc(OC)c1 (stereo unspecified)
  A: 0% | B: -11 | C: -14% | D: 3% | E: -6% | F: 3% | G: / | H: -11% | I: -2%
27) CCCOC(=O)c1ccc(Oc2cn[nH]c2-c2ccc(OCC)cc2O)cc1
  A: -8% | B: 3 | C: ? | D: -17% | E: -4% | F: 6% | G: 3% | H: -20% | I: -19%
28) COc1ccc(OC)c(S(=O)(=O)NCc2ccc(N3CCN(C)CC3)cc2)c1
  A: -2% | B: -2 | C: -12% | D: 15% | E: -4% | F: ? | G: 14% | H: -4% | I: -5%
29) CCOc1cc(C(=O)Nc2ccc(-c3nc4cc(Cl)ccc4o3)cc2)cc(OCC)c1OCC
  A: 0% | B: -8 | C: / | D: 17% | E: 4% | F: -2% | G: / | H: -4% | I: /
30) CC(Sc1nc2ccc(Br)cc2[nH]1)C(=O)O (stereo unspecified)
  A: -1% | B: -8 | C: -14% | D: 26% | E: -1% | F: 18% | G: 10% | H: -1% | I: -4%
31) COc1ccc(S(=O)(=O)N2CCN(c3nc(-c4cccnc4)nc4ccccc34)CC2)cc1
  A: -6% | B: -6 | C: -13% | D: 15% | E: / | F: / | G: -4% | H: / | I: -2%
32) CCOC(=O)COc1ccc(S(=O)(=O)c2ccc(OCC(=O)OCC)cc2)cc1
  A: -9% | B: -6 | C: -1% | D: 11% | E: 4% | F: -30% | G: 6% | H: -4% | I: 0%
33) CCN(CC)C(=O)CSc1nnc(-c2cccnc2)n1CCc1ccccc1
  A: 0% | B: -2 | C: -4% | D: 8% | E: -4% | F: 59% | G: 10% | H: -1% | I: 11%
34) Cc1ccc(C2C(C(=O)c3cc4ccccc4o3)=C(O)C(=O)N2CCN2CCOCC2)cc1 (stereo unspecified)
  A: -3% | B: -5 | C: -4% | D: 4% | E: -21% | F: 83% | G: 9% | H: -4% | I: 0%
35) COc1ccc(OC)c(NC(=O)C(=O)N/N=C/c2ccccc2[N+](=O)[O-])c1
  A: -5% | B: -2 | C: 7% | D: 26% | E: -11% | F: 5% | G: -2% | H: -8% | I: -2%
36) O=C(O)C1C2C=CC(C2)C1C(=O)Nc1cccc(Cl)c1 (stereo unspecified)
  A: -6% | B: -1 | C: ? | D: 23% | E: ? | F: -2% | G: -2% | H: 3% | I: -6%
37) O=C(N/N=C/c1ccsc1)c1cc(O)cc(O)c1
  A: -2% | B: -3 | C: -16% | D: 7% | E: -3% | F: 1% | G: 0% | H: 0% | I: 3%
38) Cc1cccc(N2C(=O)NC3(CCCCC3)C2=O)c1
  A: -8% | B: -3 | C: -19% | D: 5% | E: -14% | F: 35% | G: 11% | H: 1% | I: 5%
39) O=C(Nc1cccnc1Cl)c1cc(-c2cccc(Cl)c2)on1
  A: -1%&0% | B: -9&-12 | C: 2%&5% | D: ? | E: 3%&-11% | F: -26%&3% | G: 45% | H: -2%&2% | I: -1%&-1%
40) COc1ccccc1Cc1nc(-c2ccc(Br)o2)no1
  A: -24% | B: 4 | C: -10% | D: -2% | E: -16% | F: 0% | G: -5% | H: -7% | I: 0%
41) COC(=O)CC1=C(C(=O)OC)C(c2cccs2)C(C#N)=C(N)O1 (stereo unspecified)
  A: -5% | B: 2 | C: 4% | D: -5% | E: -4% | F: 8% | G: 9% | H: -1% | I: -2%
42) O=C(c1cc2nc(C3CC3)cc(C(F)F)n2n1)N1CCOCC1
  A: 79µM* | B: -6 | C: 13µM* | D: ? | E: -3% | F: 50µM* | G: 5% | H: ? | I: -1%
43) CCCCCCCN1C(N(C)C)=NC[C@@H]1Cc1ccccc1
  A: -4% | B: -7 | C: -18% | D: ? | E: / | F: / | G: 1% | H: / | I: -5%
44) Cc1nn(C)cc1S(=O)(=O)N1CCN(c2ccccc2F)CC1
  A: -4% | B: 3 | C: -11% | D: -6% | E: -5% | F: ? | G: -4% | H: 0% | I: -6%

Assay outcomes from PubChem.
